LDHA inh = qHTS assay for inhibitors of human lactate dehydrogenase; L-lactate dehydrogenase A chain (Homo sapiens), P00338; purified LDHA, NADH/diaphorase-resazurin fluorescence; active compounds read low; activity change, % (values are at about 110 or 230 µM); 480,000 compounds, 0.15% hits; AID 1347041, 2019; in the data active = activity change below about -30%; inconclusive = mostly about -25% to -30%;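 note: plate controls were DMSO wells for no effect and wells without enzyme for full effect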
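LDH5 2 nM; NADH 0.06 mM, pyruvate 0.2 mM; 200 mM Tris pH 7.4, EDTA, Tween-20; 5 min RT. Detection: diaphorase 0.133 mg/mL + resazurin 37 µM, fluorescence ex540/em590 at 0 and 20 min; normalized to enzyme-free and DMSO wells.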
ALOX12 inh = Primary qHTS assay for inhibitors of human arachidonate 12S-lipoxygenase (ALOX12): Round 2. Polyunsaturated fatty acid lipoxygenase ALOX12 (Homo sapiens), P18054. purified 12hLO, xylenol orange hydroperoxide absorbance. Potency, µM (top dose mostly 108 µM), without a hit: at the highest dose activity change, negative = inhibition, actives largely listed as inhibitors. 580,000 compounds, 1.1% hits. AID 1671190, 2021; active = well fitted inhibition curve with a large enough effect; inconclusive = small, poorly fitted or top-dose-only effect, or another doubt; inactive = no such curve, though single readings can be large or run the other way; note: potency is the fitted concentration of half-maximal effect
Target sequence (P18054 whole entry, looked up): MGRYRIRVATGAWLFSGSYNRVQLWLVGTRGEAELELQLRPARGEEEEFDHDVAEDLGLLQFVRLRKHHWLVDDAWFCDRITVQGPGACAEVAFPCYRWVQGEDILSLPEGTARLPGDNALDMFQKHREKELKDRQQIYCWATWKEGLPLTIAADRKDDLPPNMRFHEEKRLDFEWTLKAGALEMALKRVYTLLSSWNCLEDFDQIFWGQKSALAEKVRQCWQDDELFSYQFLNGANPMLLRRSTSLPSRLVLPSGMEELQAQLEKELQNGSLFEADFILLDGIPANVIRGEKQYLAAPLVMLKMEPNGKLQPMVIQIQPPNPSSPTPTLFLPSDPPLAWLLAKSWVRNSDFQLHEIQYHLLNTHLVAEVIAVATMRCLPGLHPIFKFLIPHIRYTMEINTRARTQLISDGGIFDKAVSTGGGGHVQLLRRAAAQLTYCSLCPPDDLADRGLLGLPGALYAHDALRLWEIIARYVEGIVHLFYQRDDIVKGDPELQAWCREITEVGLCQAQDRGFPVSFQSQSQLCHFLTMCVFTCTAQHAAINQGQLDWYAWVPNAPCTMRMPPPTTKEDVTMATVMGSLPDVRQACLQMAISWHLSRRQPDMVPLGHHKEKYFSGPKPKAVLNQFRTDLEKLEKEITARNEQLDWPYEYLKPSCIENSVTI
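Purified human 12hLO at 150 nM in 25 mM Hepes, 0.01% Triton X-100, pH 7.0, preincubated 15 min at room temperature with compound. Reaction started with 40 uM arachidonic acid, 30 min at room temperature. Hydroperoxide measured by Fe-xylenol orange, 573/405 nm absorbance ratio.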
The depositor's hits bear a star; ? = inconclusive; [ ] = remark or other dose. Unless noted, % is set by controls: 0 for no effect and ±100 for the full control effect.

SMILES	LDHA inh	ALOX12 inh
C#CCOc1ccc(C(=O)Nc2cccc3ccccc23)cc1	14	?
CCCNC(=O)CSc1c(CC)cnc2c1c(=O)n(C)c(=O)n2C	3	-8%
CC(=O)Nc1cccc(NC(=O)c2ccccc2Cl)c1	-4	-2%
O=c1c(-c2ccc(Cl)cc2)coc2cc(OCCN3CCN(CCO)CC3)ccc12	-7	?
CCOc1cc(/C=C2/NC(=O)NC2=O)cc(Cl)c1OC(C)C	10	?
CC(NC(=O)CNC(=O)c1ccc(N2CCCC2=O)cc1)c1ccccc1Br (stereo unspecified)	1	10%
COc1cccc(CNC(=O)c2ccc3noc(-c4ccc(C)cc4)c3c2)c1	5	?
CCOC(=O)N1CCN(C(=O)CN(c2ccccc2OCC)S(=O)(=O)c2ccc(C)cc2)CC1	-8	-3%
Cc1nc2c(cnn2C(C)C)cc1C(=O)N(C)Cc1c(F)cccc1Cl	-7	7%
Cc1cc(C)c2nc(SCC(=O)N3CCCC3)cc(C)c2c1	4	?

By substructure, the entries above containing a Cl atom
SMILES	LDHA inh	ALOX12 inh
CC(=O)Nc1cccc(NC(=O)c2ccccc2Cl)c1	-4	-2%
O=c1c(-c2ccc(Cl)cc2)coc2cc(OCCN3CCN(CCO)CC3)ccc12	-7	?
CCOc1cc(/C=C2/NC(=O)NC2=O)cc(Cl)c1OC(C)C	10	?
Cc1nc2c(cnn2C(C)C)cc1C(=O)N(C)Cc1c(F)cccc1Cl	-7	7%

Further records.
SMILES	LDHA inh	ALOX12 inh
CC(C)NS(=O)(=O)c1ccc(C(=O)NCC(=O)O)cc1	11	?
COC(=O)C1=CN(c2ccc(C)cc2)C(N)=C(C#N)C1c1ccccc1F (stereo unspecified)	-2	-25%
COc1cccc(/C=C/c2nc3cc(C)c(C)cc3s2)c1OC	6	-5%
CC(C)C[C@H]1CN(CCCC[C@H]2CNC(=O)C(=O)N2CC2CCCCC2)C(=O)C(=O)N1CCc1ccc(O)cc1	-5	?
CCOC1=C2[C@H](c3ccccc3)N(S(=O)(=O)c3ccc(C)cc3)[C@H](C(C)C)[C@H]2n2c(=O)n(-c3ccccc3)c(=O)n2C1	-3	0%
CC(N)c1csc(Nc2ccc(S(C)(=O)=O)cc2)n1 (stereo unspecified)	-11	-6%
CC(C)NC(=O)CNC(=O)c1nc2ccccc2c(=O)[nH]1	9	-1%
CC(C(=O)Nc1c(F)cccc1F)N1CCN(c2ccc(O)cc2)CC1 (stereo unspecified)	56	?
NC(=O)COC(=O)c1cc(-c2ccc(F)cc2)nc2ccccc12	1	-24%
COc1cc(C2CC(=O)Nc3ccsc32)ccc1OCC(N)=O (stereo unspecified)	8	0%
O=C1Nc2ccccc2NC(c2ccc3c(c2)OCO3)=C1N(Cc1ccc(F)cc1)C(=O)c1ccco1	0	?
COc1ccc(NC(=O)C2(C)CCN2C)cc1OC (stereo unspecified)	-3	-11%
c1ccc(CNCc2ccc(-c3ccccc3)o2)cc1	2	-50%
Cc1ccc(S(=O)(=O)NC2CC2)cc1C(=O)N1CCN(c2ccccc2O)CC1	10	-22%
CN(C)c1ncccc1CNC(=O)c1nccnc1N	3	40%[activator]
COc1ccc(CNC(=O)c2[nH]c(C(F)(F)F)nc2-c2ccccc2)cc1	-4	-9%
CCCNC(=O)C1(C)CCN(Cc2ccc3ccccc3c2Br)C1 (stereo unspecified)	-5	?
Cc1cc(N2CCOCC2)nc2ccc(NC(=O)Nc3ccccc3)cc12	11	-20%
CC(C)N1CCCC(C)(C(=O)Nc2nc3ccccc3n2C)C1 (stereo unspecified)	1	-17%
CCOc1ccc(CCN2C(=O)C(=O)N([C@@H](CC(C)C)CN3CCC[C@H]3CN3C(=O)C(=O)NC[C@@H]3Cc3ccc(O)cc3)C[C@@H]2Cc2ccccc2)cc1	-2	-2%
O=S(=O)(CCCCC(Cl)(Cl)Cl)NCc1ccco1	3	20%
CCN(CC(=O)Nc1ccccc1C(F)(F)F)Cc1coc(-c2ccc(C)cc2C)n1	-1	?
CN(CC(=O)Nc1ccc(C(F)(F)F)cc1)C1CCc2ccccc21 (stereo unspecified)	4	?
CCCCn1c(SCC(=O)Nc2ccc(C(C)=O)cc2)nc2c(-c3ccccc3)c[nH]c2c1=O	5	5%
S=C(NCCc1ccccc1)NCc1cccc(Br)c1	6	?
COc1ccc(Cl)cc1C1=NOC2(CCC2)C(=O)N1Cc1cccc(C#N)c1	0	5%
O/N=C/c1cccc(OCc2ccccc2)c1	1	?
CC(Sc1ncccc1Cl)C(=O)NC(C)(C)C (stereo unspecified)	4	12%
Cc1cc(C)c(CO)c(C)c1C=O	7	?
CCCn1nc(C(=O)N2CCN(CC(=O)N3CCCCC3)CC2)c2ccccc2c1=O	10	-24%
Cc1ccc(CN2CCC(CNC(=O)Nc3cccc(C(F)(F)F)c3)CC2)cc1	-1	?
COC(=O)c1ccc(C2/C(=C(\O)c3cccc(OC)c3)C(=O)C(=O)N2CCCn2ccnc2)cc1 (stereo unspecified)	0	1%
CC1(C(=O)NCC2CC2)Cc2c(-c3ccc4c(c3)OCO4)ccnc2O1 (stereo unspecified)	-7	4%
Cc1sc(NC2CC2)nc1-c1ccc(NS(C)(=O)=O)cc1	13	?
O=C(NCCc1ccccn1)C(F)(F)c1ccccc1	-1	27%
CC(=O)Nc1ccc(NC(=O)COC(=O)C2CCN(/C=C/C(=O)C(F)(F)F)CC2)cc1	-3	5%
OC(c1cc(F)cc(Cl)c1)c1ncc(-c2ccccc2Cl)[nH]1 (stereo unspecified)	-7	-6%
Cn1c(=O)c2nc(SCc3cccc(F)c3)n(C)c2n(C)c1=O	-12	-2%
Cc1ccc(NC(=O)CN2CCN(C(=O)CCNC(=O)c3ccc(C(C)(C)C)cc3)CC2)cc1	1	2%
CCC(C)Nc1sc(S(C)(=O)=O)nc1S(=O)(=O)c1ccc(C)cc1 (stereo unspecified)	6	11%
C=C(C)Cn1c(NCCCOCC)nc2c1c(=O)n(C)c(=O)n2C	-5	-3%
Fc1ccccc1CNC(=S)NC1CC2CCC1C2 (stereo unspecified)	-1	?
COc1cc(C(=O)NNC(=O)CCNC(=O)c2ccc3ccccc3c2)cc(OC)c1OC	0	?
CSc1ccc(/C=N/Nc2ccc(S(N)(=O)=O)cc2[N+](=O)[O-])cc1	4	?
O=C(NCc1ccccn1)C1CCN(S(=O)(=O)c2cccc(OC(F)(F)F)c2)CC1	2	12%
CC1=NN(c2nc(C)cc(C)n2)C(=O)C1Cc1ccc(C)cc1 (stereo unspecified)	10	?
O=C(O)C(c1c[nH]c2cccc(Cl)c12)N1CCN(Cc2cccc(Cl)c2)CC1 (stereo unspecified)	-10	?
CCCn1nc(C(=O)Nc2nc(-c3cc(OC)ccc3OC)cs2)c2ccccc2c1=O	-1	-17%
CCOC(=O)/C(C#N)=C/c1cc(Br)ccc1OCc1ccccc1Cl	11	-3%
Nc1ccc(-c2ccn[nH]2)cc1	1	?

(continued)
SMILES	LDHA inh	ALOX12 inh
COc1cccc(CNC(=O)c2ccc3c(c2)NC(=O)CS3)c1	12	2%
Cc1nc(C(F)(F)F)ccc1C(=O)N1CCC1(C)C(=O)NS(=O)(=O)c1ccccc1 (stereo unspecified)	-10	-12%
CC(C)C[C@@H](COCc1cccc(Cl)c1)N1CCN(C(=O)c2ccc(C(F)(F)F)cc2)CCC1=O	1	-26%
Cc1ccc(-c2cnc(CCC(=O)Nc3ccc(F)c(F)c3)o2)cc1C	9	-9%
CCCC(=O)Nc1nc2cc(NS(=O)(=O)c3cc(F)ccc3F)ccc2s1	9	?
Clc1ccc(N/N=C/c2ccccc2)cc1Cl	4	2.2µM*
Fc1cc(CSc2nccc(C(F)(F)F)n2)c2ncccc2c1	10	-18%
CCCNc1nc(-c2cc(C)n(-c3cc(C)on3)c2C)cs1	-1	?
Cc1ccc(NC(=O)c2sccc2C)cc1I	4	-50%
CC(C)n1nc(C(=O)Nc2cccc(S(=O)(=O)NC3=NCCC3)c2)c2ccccc2c1=O	3	-6%

Records listed above marked active in ALOX12 inh.
| smiles | ALOX12 inh |
| --- | --- |
| Clc1ccc(N/N=C/c2ccccc2)cc1Cl | 2.2µM* |

Additional results:
SMILES	LDHA inh	ALOX12 inh
COc1ccc(OC)c(CN2CCC(C)CC2)c1	-4	?
O=C(NCc1ccccc1)c1cc2cc(Br)ccc2[nH]1	-5	?
Cc1sc(NC(=O)c2ccccc2)c(C(c2ccccn2)N2CCCCC2)c1C (stereo unspecified)	8	?
O=C(Nc1cccc(Cl)c1)Nc1c(N2CCCC2)c2ccccc2oc1=O	3	?
CC(C)c1ccc(S(=O)(=O)N(Cc2ccc(C(=O)NC3CC3)cc2)C2CC2)cc1	-10	-1%
C#CCNC(=O)CCSCc1csc(C)n1	-1	26%
CCCn1c(NC(=O)COc2ccc(C)cc2)nc2ccccc21	1	6%
O=C(COC(=O)c1sc2ccccc2c1Cl)NCC1CCCO1 (stereo unspecified)	0	-7%
C=C(C)Cn1c(SCC(=O)O)nc2c1c(=O)n(C)c(=O)n2C	5	-7%
CNc1cncc(-c2ccoc2)n1	-3	-3%
CS(=O)(=O)c1ccc(OCCOc2cccc(F)c2)cc1	-8	-20%
CCn1cc(/C=C(\NC(=O)c2cc(OC)c(OC)c(OC)c2)C(=O)NCCO)c2ccccc21	1	-3%
Cc1ccc(S(=O)(=O)N2CCC(C(=O)NCc3csc(-c4ccccc4)n3)CC2)cc1	4	-11%
Cc1nc(CNC(=O)NCC(C)N2CCCCC2C)cs1 (stereo unspecified)	1	54%
Cc1ccc(OCCC(=O)N2CCN(S(=O)(=O)c3ccc(C)s3)CC2)cc1	-5	4%
COc1ccc(-c2ccc(=O)n(CCNC(=O)Cc3ccc(Br)cc3)n2)cc1	0	6%
CCc1noc(C)c1C(=O)Nc1sc(C)cc1C(=O)OC	-1	-19%
COc1cccc2cc(-c3nnc(SCC(=O)Nc4ccccc4C(C)C)n3N)oc12	-17	-3%
Cc1ccn2cc(-c3ccc(NS(=O)(=O)c4ccc5c(c4)OCCO5)cc3)nc2n1	-3	?
CNC(=O)NC(=O)CSc1nc(-c2ccco2)nc2ccccc12	4	3%

Part of the list above in a different format.
compound | LDHA inh | ALOX12 inh
CCn1cc(/C=C(\NC(=O)c2cc(OC)c(OC)c(OC)c2)C(=O)NCCO)c2ccccc21 | 1 | -3%
Cc1ccc(S(=O)(=O)N2CCC(C(=O)NCc3csc(-c4ccccc4)n3)CC2)cc1 | 4 | -11%
Cc1nc(CNC(=O)NCC(C)N2CCCCC2C)cs1 (stereo unspecified) | 1 | 54%
Cc1ccc(OCCC(=O)N2CCN(S(=O)(=O)c3ccc(C)s3)CC2)cc1 | -5 | 4%
COc1ccc(-c2ccc(=O)n(CCNC(=O)Cc3ccc(Br)cc3)n2)cc1 | 0 | 6%
CCc1noc(C)c1C(=O)Nc1sc(C)cc1C(=O)OC | -1 | -19%
COc1cccc2cc(-c3nnc(SCC(=O)Nc4ccccc4C(C)C)n3N)oc12 | -17 | -3%

These rows are one share of the data (hit frequency here may not be typical).
